# C-LANA FP: blocks KSHV LANA C-terminal domain binding to DNA. MBP-C-LANA/FAM-LBS DNA binding, fluorescence polarization. inhibition, % at 9 µM. actives 0.078% (n = 340,000);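 active means highest replicate inhibition at or above 60% at 9 µM, even if other replicates fall short; inactive means all replicates below 60% inhibition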;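 further: 0% = neutral control wells and 100% = 4 µM acridine orange control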
# OPRM1-OPRD1 ag: agonists of human mu-delta opioid receptor heterodimerization | P35372+P41143 | cells, OPRM1-OPRD1 heterodimerization, luminescence | activation, % at 9.3 µM | actives 0.3% (n = 340,000) | AID 504326; in the data active means activation above about 18%;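 further: 0% = vehicle-treated cells and 100% = reference agonist; values of inactives mirror those of a sister screen read the other way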
# V-ATPase pHluor: yeast V-ATPase proton transport regulation by pHLuorin. response, % at 10 µM. AID 504577. S. cerevisiae, pHLuorin cytosolic pH fluorescence. actives 0.37% (n = 350,000); in the data active means response mostly above about 7.3%, no sharp cut-off; inactive means mostly below about 5.4%; further: actives read high; inactives centre near 0; some compounds called inactive have numbers as strong as hits; reference of the scale not given here
# Wnt act: activators of Wnt/beta-catenin signaling | Wnt/beta-catenin reporter cell assay, activator, plate reader | activation, % at 9.35 µM | actives 1.2% (n = 300,000) | AID 743398; in the data active means activation above about 30%, passing the limit was not always enough; inconclusive means no clear call, values can overlap the other calls;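 further: 0% = neutral control wells and 100% = positive control wells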
# cardiac RTF act: cardiac RTF calcium sensitization | IANBD-labeled TnC RTF fluorescence at EC20 calcium; 0% EC20 calcium, 100% full calcium | activation, % at 7.2 µM | actives 0.24% (n = 340,000) | AID 493008;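 active means activation above the mean over all tested compounds plus 3 SD, cut at about 30% in these data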;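 further: rise in fluorescence read as greater calcium sensitivity of cardiac thin filaments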
# Arrestin-AP2 inh: blocks beta-arrestin peptide binding to AP2 adaptin; actives 0.31% (n = 340,000); FITC-arrestin peptide / GST-AP2 beads, flow cytometry; AP2 beta2 appendage carries R879A mutation; inhibition, % at 10 µM; AID 504490;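 active means inhibition above a set limit, near 3 SD of compounds lacking own fluorescence, cut at about 54% in these data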;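 further: plate controls were DMSO wells for no effect and 5 µM unlabelled arrestin peptide for full effect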
#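 System: GST-AP2 R879A glutathione beads | Also added: FITC-arrestin peptide, 50 nM | Times: 12 min plus 1 h, RT | Signal: Bead flow cytometry, FITC channel | Buffer or medium: PBS with 0.05% Tween 20 and 0.1% BSA | Read-out basis: Percent drop in bead-associated FITC signal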
# OPRM1-OPRD1 inv: mu-delta opioid heterodimer inverse agonism; inhibition, % at 9.3 µM; P35372+P41143; actives 0.21% (n = 340,000); AID 504357; cell-based MOR-DOR heterodimer luminescence; in the data active means inhibition above about 22%, passing the limit was not always enough;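 further: 0% = cells with DMSO and 100% = wells without cells with DMSO; values of inactives mirror those of a sister screen read the other way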
# Keap1-Nrf2 PPI: inhibitors of human Keap1-Nrf2 protein-protein interaction | Q14145 | Keap1 Kelch-Nrf2 peptide fluorescence polarization, 1536-well | inhibition, % at 9.4 µM | actives 0.15% (n = 340,000); in the data active means inhibition above about 12%; inconclusive means no clear call, values can overlap the other calls; inactive means below about 7.3%;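 further: human Keap1 Kelch domain with fluorescein labeled Nrf2 9mer peptide probe; 0% = neutral control wells and 100% = peptide positive control; higher means more block of Keap1 binding to Nrf2 peptide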
# Cardiac RTF inh: cardiac RTF calcium desensitization | AID 493244 | actives 0.12% (n = 340,000) | IANBD-labeled cardiac RTF, Ca2+ fluorescence | inhibition, % at 7.15 µM;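 active means inhibition above the mean inhibition of all tested compounds plus 3 SD, cut at about 17% in these data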;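 further: assay run at fixed EC70 calcium of 1.6 mM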
# Pemphigus Ab inh: inhibitors of pemphigus antibody binding to human desmoglein-3; DSG3-coupled beads, scFv-anti-DSG3-GFP binding, flow cytometry; active compounds read low; binding (percent of control), % at 10 µM; actives 0.48% (n = 310,000);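 active means binding more than 3 SD below its plate's average and above zero; inconclusive means below that plate limit but binding exactly zero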;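 further: hits lower antibody fragment binding to DSG3; some compounds called inactive have numbers as strong as hits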
# Target sequence (P32926 whole entry, looked up, the tested form may be a part): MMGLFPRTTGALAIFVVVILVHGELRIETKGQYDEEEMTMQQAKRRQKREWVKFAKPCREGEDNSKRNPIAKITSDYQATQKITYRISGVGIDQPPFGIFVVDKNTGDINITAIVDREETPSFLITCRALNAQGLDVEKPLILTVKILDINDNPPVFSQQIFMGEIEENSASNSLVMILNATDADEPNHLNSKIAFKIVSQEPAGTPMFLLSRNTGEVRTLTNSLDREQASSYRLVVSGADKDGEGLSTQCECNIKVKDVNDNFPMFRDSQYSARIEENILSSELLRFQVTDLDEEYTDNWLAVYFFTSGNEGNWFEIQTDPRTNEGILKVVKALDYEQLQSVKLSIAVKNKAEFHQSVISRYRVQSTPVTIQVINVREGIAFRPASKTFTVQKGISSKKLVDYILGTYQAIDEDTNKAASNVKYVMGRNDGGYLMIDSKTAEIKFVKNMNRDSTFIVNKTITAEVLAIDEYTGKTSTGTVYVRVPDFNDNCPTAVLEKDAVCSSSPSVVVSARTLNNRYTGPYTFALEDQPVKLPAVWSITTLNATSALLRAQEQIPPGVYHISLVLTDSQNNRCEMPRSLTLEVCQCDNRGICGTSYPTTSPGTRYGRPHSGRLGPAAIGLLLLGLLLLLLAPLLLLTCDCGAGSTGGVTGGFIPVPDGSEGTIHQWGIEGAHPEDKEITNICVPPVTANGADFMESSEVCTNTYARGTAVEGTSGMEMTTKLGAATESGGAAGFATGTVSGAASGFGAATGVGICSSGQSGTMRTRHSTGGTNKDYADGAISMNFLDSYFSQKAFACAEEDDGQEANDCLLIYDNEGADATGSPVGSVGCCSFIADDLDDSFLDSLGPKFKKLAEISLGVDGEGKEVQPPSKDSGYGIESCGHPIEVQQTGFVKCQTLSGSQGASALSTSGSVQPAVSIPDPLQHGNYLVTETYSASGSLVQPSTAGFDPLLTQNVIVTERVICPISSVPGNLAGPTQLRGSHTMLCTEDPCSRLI
# * hit, by the source's call; ? = inconclusive; . = not tested or not shown. Compounds as they come; about 3.1% have a hit in one of these screens.
SMILES,C-LANA FP,OPRM1-OPRD1 ag,V-ATPase pHluor,Wnt act,cardiac RTF act,Arrestin-AP2 inh,OPRM1-OPRD1 inv,Keap1-Nrf2 PPI,Cardiac RTF inh,Pemphigus Ab inh
CCOC(=O)c1ccc(NC(=O)c2nc[nH]c2C(=O)N2CCc3ccccc3C2)cc1,1.8,-0.5,1,-2,-2,0,3,-4,3,107
O=C(CN(c1ccc(Cl)cc1)S(=O)(=O)c1ccccc1)N/N=C/c1ccco1,0.7,2.5,-1,.,2,6,-14,-3,2,105
COC(=O)c1ccc(Cn2nc(C(F)(F)F)cc2C)cc1,-0.7,-0.8,-4,-1,-2,4,4,-2,-2,101
COCCNC(=O)c1cc(-c2ccc3c(c2)OCO3)on1,-0.6,-1.5,9,.,-1,7,8,2,-2,98
Cc1oc(=O)c(NC(=O)c2ccccc2)cc1C(=O)c1ccccc1,0.2,-3.8,5,.,2,-5,19,-17,-3,.
CC(=O)N/C(=C/c1ccc(Cl)cc1)C(=O)NCCc1c[nH]c2ccccc12,1.9,-2.5,1,.,2,-1,13,-3,-1,102
O=C1/C(=C/c2ccco2)CCC1C1CCCC1 (centres undefined),-2.1,1.7,0,38*,1,-6,-9,-10,4,106
Cc1ccc(S(=O)(=O)CCC(=O)OCC(=O)N(C)CC(=O)Nc2ccc(F)cc2)cc1,2.1,-0.6,-2,1,-8,30,4,3,-11,98
CC1CCN(CCCCOc2ccc([N+](=O)[O-])cc2)CC1,1.4,-0.8,0,1,-4,1,6,-3,-4,97
CCOc1ccc(NC(=O)NNC(=O)c2ccc(Cl)cc2Cl)cc1,-1.2,-0.5,2,-2,3,-15,3,-5,-6,103
C/C(=N\Nc1cccc([N+](=O)[O-])c1)c1cc(F)ccc1O,1.8,0.9,2,19,-8,-18,-5,4,7,94
CC1(S(=O)(=O)O)CC(=O)c2ccccc2C1=O (centres undefined),-0.5,6.5,8,5,3,26,-36,-1,-34,113
Cc1ccc(NC(=O)c2ccc(NS(=O)(=O)c3ccc4[nH]c(=O)[nH]c4c3)cc2)nc1,-0.4,1.9,-2,.,1,14,-12,2,1,101
COc1ccc(NC(=O)NC(C)C2CC3CCC2C3)cc1 (centres undefined),-0.3,-2.2,-1,-2,2,1,10,-3,-11,106
COc1ccc2oc(C(=O)OCC(=O)N(CCC#N)c3ccccc3)c(C)c2c1,-0.7,-3.0,0,0,-8,-6,16,5,2,.
Fc1ccc2nc(-c3ccccc3)nc(SCc3nnc(-c4ccccc4)o3)c2c1,2.0,-0.8,-5,-2,4,4,5,-4,0,97
CCOc1ccc(OCC)c(NS(=O)(=O)c2cn(C)cn2)c1,0.1,-3.0,2,-1,2,-10,15,-5,-2,93
CCC(=O)N(Cc1cc(=O)[nH]c2ccccc12)c1ccccc1C,0.9,-0.5,-1,-3,-3,5,2,-4,2,101
Cc1c(Cl)cccc1NC(=O)Cn1c(CCC(=O)O)ccc1-c1ccccc1,0.3,-3.0,0,1,2,-4,13,-1,-2,104
CC(C)(C)C(=O)CSc1ccc(S(=O)(=O)N2CCN(Cc3ccccc3)CC2)cn1,0.1,-1.3,1,0,-5,34,6,-1,-4,74
Cc1ccc(Cl)cc1NS(=O)(=O)c1cn(C)nc1C,-0.6,-2.4,2,0,5,-6,14,-2,-7,.
Cc1ccc(C(=O)N/C(=C\c2cn(S(=O)(=O)N(C)C)c3ccccc23)C(=O)N2CCCC2)cc1,0.2,-3.0,3,-1,-4,-6,16,-4,-17,.
Cc1cc(OCC(=O)Nc2cccc(S(=O)(=O)NC3=NCCCCC3)c2)ccc1Cl,-0.1,-1.1,-2,-3,-2,19,7,-1,6,104
Cc1ccc2[nH]c3c(c2c1)CNCC3,1.8,-2.9,2,1,0,32,13,2,0,96
CC(=O)Nc1ccc(-c2csc(NC(=O)C3CC(=O)N(c4ccc5c(c4)OCCO5)C3)n2)cc1 (centres undefined),0.2,-1.4,4,-3,-5,-4,7,-5,-5,100
# (further entries)
SMILES,C-LANA FP,OPRM1-OPRD1 ag,V-ATPase pHluor,Wnt act,cardiac RTF act,Arrestin-AP2 inh,OPRM1-OPRD1 inv,Keap1-Nrf2 PPI,Cardiac RTF inh,Pemphigus Ab inh
C=CCNc1nc(=S)[nH]c2cc(OC)c(OC)cc12,-0.4,0.9,.,-10,-1,-2,-6,-1,-4,125
N=C1/C(=C/c2cccn2-c2ccc([N+](=O)[O-])cc2)C(=O)N=C2SC=CN12,1.1,18,-1,1,-4,1,-108,-3,-2,78
O=C(CCCc1cccs1)NCCc1c[nH]c2ccccc12,-1.1,-2.7,-1,2,2,-10,12,-9,0,101
CC(=O)c1sc(NC(=O)c2cnc(Cl)c(Cl)c2)nc1C,0.5,4.4,1,18,10,-14,-25,-1,-1,94
CC(C)(C)OC(=O)C[C@@H]1C/C=C\C[C@H](CC(=O)NCCO)C(=O)N[C@@H](Cc2ccccc2)COC1=O,-0.5,-0.7,-1,1,4,-1,4,1,-14,101
CCc1nc2scc(-c3ccc(C)cc3)c2c(=O)n1N,-0.5,1.1,0,.,-1,-5,-7,-5,1,104
COC1=C(c2ccccc2)C(=O)c2ccccc2C1=O,-0.1,8.0,0,-2,4,15,-57,-2,-1,109
CCOC(=O)c1oc2ccccc2c1NC(=O)COc1ccc(F)cc1,0.6,1.3,0,0,1,26,-7,3,0,92
C=CCSC1=N/C(=C\c2ccc3c(c2)OCO3)C(=O)S1,0.5,-3.6,4,1,7,1,18,-7,-1,99
Cc1ccc2c(c1)nnn2C1CCN(C(=O)NCc2ccccc2)CC1,1.7,-0.8,-1,-1,0,-2,5,-6,-8,101
Cc1ccc(S(=O)(=O)N2CCN(C(=O)c3ccccn3)CC2)cc1,1.4,-2.1,-3,-1,4,-21,11,4,-9,95
O=C(COc1ccccc1[N+](=O)[O-])NCC1(N2CCOCC2)CCCCC1,1.2,-3.0,-2,-3,-3,26,12,3,-5,103
CC1(C(=O)O)CCC(C(=O)NCCc2ccccc2)C1(C)C (centres undefined),0.6,-0.8,1,.,4,-5,4,-1,-6,93
Cc1cc(Nc2cccc(Cl)c2C)n2ncnc2n1,2.6,0.6,1,-2,2,0,-3,-4,-4,114
N#Cc1ccccc1S(=O)(=O)N1CCN(CC(=O)Nc2ccnn2C2CCCC2)CC1,0.9,0.7,2,2,-1,-10,-5,3,-15,95
COC(=O)NNC1=CC(=O)CC(C)(C)C1,0.2,-3.2,0,-1,4,9,17,-3,8,100
CC(C)c1ccc(C(=O)N/N=C/c2cccc(Cl)c2Cl)cc1,-1.2,0.8,6,19,1,4,-5,-3,-7,103
O=C(COC(=O)Cc1ccsc1)Nc1ccc(Br)cc1,1.4,-2.6,-4,3,-4,-7,10,-2,-1,.
Cc1nnc(SC(C)C(=O)Nc2ccc(S(=O)(=O)N3CCCCCC3)cc2)s1 (centres undefined),1.2,-1.5,0,-4,1,4,8,-4,3,84
Cc1ccc(OCC(=O)NC(=S)Nc2cccc(NC(=O)c3ccccc3)c2)cc1,0.0,-1.1,-5,.,-8,25,6,0,-17,127
O=C(NCC1CCCO1)Nc1ccc2c(c1)OCO2 (centres undefined),-2.0,-0.7,2,6,-4,-3,5,-2,-3,108
Cc1cc(C)n(-c2ccc(C(=O)OCC(=O)Nc3ccc(S(N)(=O)=O)cc3)cc2)n1,0.5,-2.3,2,1,-3,-6,12,1,10,94
NC(=O)c1ccc(NC(=O)COC(=O)CCN=C2NS(=O)(=O)c3ccccc32)cc1,0.0,-4.4,4,-2,6,2,17,-6,-4,99
O=C(CC1C(=O)NCCN1Cc1ccc(-c2ccccc2)cc1)NCCOc1cccnc1 (centres undefined),0.1,-4.2,1,-4,-6,4,21,-5,-5,102
O=C(COC(=O)CCc1nc2ccccc2n1-c1ccccc1)Nc1ccc(N2CCCCC2)cc1,-0.6,2.1,1,.,3,-5,-11,4,-12,115
# Going on with the list.
SMILES,C-LANA FP,OPRM1-OPRD1 ag,V-ATPase pHluor,Wnt act,cardiac RTF act,Arrestin-AP2 inh,OPRM1-OPRD1 inv,Keap1-Nrf2 PPI,Cardiac RTF inh,Pemphigus Ab inh
Cc1ccc2[nH]nc(C(=O)N3CCCC(C(=O)c4ccc(Cl)cc4)C3)c2c1 (centres undefined),3.6,1.2,1,-1,-6,-27,-7,-5,-16,100
Clc1ccc(OCc2nnnn2-c2ccccc2)cc1,-0.5,0.2,7,.,2,73*,-1,3,3,131
CCOc1nc(Nc2ccc(OC)cc2)nc(OCC)n1,3.4,-0.3,0,0,-17,9,2,-7,0,102
c1ccc(-n2ncc3c(NCc4ccc5c(c4)OCO5)ncnc32)cc1,-0.2,3.2,-1,3,2,31,-16,4,-9,97
Cc1ccc(-n2ncc3c(=O)[nH]c(SCC(=O)NCC4CCCO4)nc32)cc1 (centres undefined),0.1,-4.3,-5,0,5,26,17,-1,-1,99
O=c1cc(CNc2cc(Cl)ccc2Cl)nc2sccn12,1.7,-0.8,5,.,5,2,4,-2,-13,113
O=C1C2CCCN2C(c2cccc(Br)c2)N1c1ccc(F)cc1 (centres undefined),-0.4,-3.1,-1,-5,-1,-7,16,-3,-2,113
CN(CC(=O)Nc1cccc(F)c1)C(=O)c1ccc(N2CCCC2)c([N+](=O)[O-])c1,1.0,0.9,1,-1,1,2,-6,-7,3,110
Cc1noc(NS(=O)(=O)c2ccc(NC(=O)C34CCC(CC3)C4)cc2)c1C,2.0,2.5,0,.,-6,2,-15,-1,0,100
CCCCNC(=O)CCC(=O)NNc1nc2ccccc2c2nc(C)nn12,0.4,-2.5,-5,.,-2,11,15,0,7,92
COc1ccccc1OCCn1cc(C#N)c2ccccc21,-1.8,-3.0,2,-3,-2,35,15,-1,-1,100
CC1=NN(C(C#N)c2c(C)nn(Cc3ccccc3)c2C)C(C)(C)C1 (centres undefined),0.5,-0.2,-2,0,-7,-4,1,2,-13,106
O=C(O)CC(c1cccc(O)c1)N1Cc2ccccc2C1=O (centres undefined),-3.3,-2.7,-1,1,-2,-8,13,-1,1,98
Cc1ccccc1C(=O)NC(CC(C)C)C(=O)NCC(C)(C)N1CCOCC1 (centres undefined),0.4,-2.4,-5,4,-3,18,10,1,-2,98
Nc1cc(S(=O)(=O)Nc2ccccc2Cl)ccc1N1CCCCC1,-0.8,6.3,-3,4,-2,36,-25,-2,-4,.
CCOc1ccc(CN(C)C(=O)[C@H](C)NC(=O)c2ccco2)cc1OC,0.9,0.5,-1,-1,1,-3,-4,-1,-2,119
O=C(COC(=O)C1CC1)Nc1ccc(Oc2ccccc2)cc1,2.3,-1.9,7,.,5,8,11,-7,-3,134
Cc1nn(CC(=O)NCCCc2ccccc2)c(=O)c2cccn12,0.2,-1.7,-2,.,2,-16,9,0,-13,.
CCOc1ccccc1CN1CCN(Cc2ccc(C)o2)C(CCO)C1 (centres undefined),-0.3,0.2,4,?,-5,0,-1,-3,-3,94
